From PubChem BioAssay
yeast sgs1 mgt1: NCI yeast anticancer drug screen, S. cerevisiae sgs1 mgt1 strain. growth inhibition, % at 50 µM. hit rate 10% among 78,000;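 note: 0% = growth of vehicle-only cultures of the same strain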
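Inhibition of yeast growth, normalised to vehicle-treated controls, is reported for a strain bearing genetic alterations in DNA damage repair.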
bub3: NCI yeast anticancer drug screen, S. cerevisiae bub3 mutant strain; growth inhibition, % at 50 µM; hit rate 9.9% among 78,000;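 note: 0% = growth of vehicle-only cultures of the same strain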
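Part of a panel of yeast mutants defective in DNA damage repair or cell cycle regulation. Each strain is grown with compound, and inhibition is calculated relative to solvent-treated cultures.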
yeast mec2-1: NCI yeast anticancer drug screen, S. cerevisiae mec2-1 strain; % growth inhibition at 50 µM; hit rate 9% among 79,000; AID 157;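 note: 0% = growth of vehicle-only cultures of the same strain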
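Cells of the genetically defined mec2-1 yeast strain are incubated with test compound. Inhibition of growth is calculated against vehicle-treated controls.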
yeast cln2 rad14: NCI yeast anticancer drug screen, S. cerevisiae cln2 rad14 strain; growth inhibition, % at 50 µM; hit rate 8.3% among 78,000;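 note: 0% = growth of vehicle-only cultures of the same strain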
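Strain: cln2 rad14 yeast, altered in cell cycle control and DNA damage repair. Read-out: growth inhibition vs vehicle.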
yeast mlh1 rad18: NCI yeast anticancer drug screen, S. cerevisiae mlh1 rad18 strain; % growth inhibition at 50 µM; hit rate 11% among 79,000;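 note: 0% = growth of vehicle-only cultures of the same strain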
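Read-out is yeast growth inhibition, calculated against vehicle-only controls. The compound was applied to a strain engineered with DNA damage repair alterations.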
rad50: NCI yeast anticancer drug screen, S. cerevisiae rad50 strain; % growth inhibition at 50 µM; hit rate 10% among 79,000;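 note: 0% = growth of vehicle-only cultures of the same strain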
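Relative growth inhibition (compound vs vehicle) was measured in yeast with a defined repair-gene alteration.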
Numbers without * were called inactive; x = no result given; & = joins results of further samples. Cut-off read from the data, not from the text of the source: active = growth inhibition above about 70%; inactive = the rest.

Compound,yeast sgs1 mgt1,bub3,yeast mec2-1,yeast cln2 rad14,yeast mlh1 rad18,rad50
O=C(Nc1nc(C23CC4CC(CC(C4)C2)C3)cs1)c1c(O)c2ccccc2[nH]c1=O,-9,-6,-24,9,-22,-29
CCN(CC)CCCC(C)NC(=O)c1cccc2c([N+](=O)[O-])cccc12 (stereo not given),-1,-2,0,-24,11,3
Cc1cccc(CO)c1C,-9,6,-8,9,3,1
CCOC(=O)C1SC(=S)N(C)C1=O (stereo not given),99*,99*,100*,99*,99*,99*
CC(C)C(NC(=O)CNC(=O)OC(C)(C)C)C(=O)NCC(=O)OCc1ccccc1 (stereo not given),-21,-19,-11,9,-10,-18
CC(=C(C#N)C#N)c1ccccc1,13,3,2,6,5,11
CNC(=O)c1ccccc1C(O)c1ccc(C)cc1 (stereo not given),18,38,-6,23,21,8
COc1ccc(/C=C/C(=O)c2sc(NC(=S)NC(=O)c3ccccc3F)nc2C)cc1OC,38,31,8,30,23,21
Clc1ccc(Cc2nc3ccccc3s2)cc1,100*,99*,100*,97*,99*,99*
CC1(C)COC(C)(Cc2ccccc2)OC1,-16,-22,4,-65,-12,-6
COCCCN1COCC(COc2ccc(Cl)cc2)OC1 (stereo not given),-32,-37,-35,-23,-28,-18
O=C(Cc1nc2sc3c(c2c(=O)[nH]1)CCCC3)Nc1ccccc1,0,-4,-12,6,-18,-3
Cc1cc2ncn(-c3nc4ccccc4nc3C(C#N)S(C)(=O)=O)c2cc1C (stereo not given),-50,-15,-39,-7,-51,-36
OCC1CSC2(CCCCC2)N1 (stereo not given),-5,14,4,-29,-13,0
N#CC(C#N)=C1c2ccccc2Sc2ccccc21,-2,-12,0,-21,-22,-19
CCn1c2nc(=O)n(C)c(=O)c-2[n+]([O-])c2cc(C)ccc21,44,15,26,25,11,70*
Nc1nnc(-c2cc(=O)c3cc(Cl)ccc3o2)s1,20,22,20,11,10,60
CN(C)c1nc(=O)c2ccccc2o1,-28,-8,-14,-36,-5,-41
Nc1ccc2ccccc2c1O,20,22,2,14,9,10
CC(O)CC(=O)NN (stereo not given),4,0,4,-15,22,-6
COc1nc2[nH]c(C)cc(=O)c2c2ccccc12,1,-7,15,-27,3,16
CCCCCCCC/C=C/CCCCCCCCCCCC(=O)O,-1,-9,-39,-46,2,-8
O=c1[nH]c2ccccc2c2cc(Cl)ccc12,8,-2,15,31,32,55
Cn1c(=O)c2c(ncn2CCCCOc2ccc3c(c2)[n+]([O-])nc(N)[n+]3[O-])n(C)c1=O,70,56,52,69,76*,44
Nc1cc(S(=O)(=O)O)ccc1S(=O)(=O)O,10,19,-11,59,5,9
O=C(CC(=O)Nc1ccccc1Cl)NNC(Sc1ccccc1)c1cc(N=Nc2ccc(Br)cc2)ccc1O (stereo not given),5,-5,-2,-7,14,7
CC(=O)Oc1cccc2c(/C=N/NC(N)=S)ncc(C)c12,87*,85*,78*,84*,90*,88*
COc1ccccc1N1C(=O)/C(=C/c2ccc(N(CCC#N)CCC#N)cc2C)N=C1c1cc([N+](=O)[O-])ccc1Cl,-9,-7,-9,23,-1,-15
Cc1cc(-c2ccccc2)[nH]c1-c1nccc2ccccc12,1,-4,8,24,5,4
CC1NC(=O)NC1CCCCCC(=O)O (stereo not given),14,5,11,12,17,8

Whole records, looked up by structure. Order of screens: yeast sgs1 mgt1	bub3	yeast mec2-1	yeast cln2 rad14	yeast mlh1 rad18	rad50
Profile of `O=C(Cc1nc2sc3c(c2c(=O)[nH]1)CCCC3)Nc1ccccc1` : 0	-4	-12	6	-18	-3
Profile of `CC(=O)Oc1cccc2c(/C=N/NC(N)=S)ncc(C)c12` : 87*	85*	78*	84*	90*	88*

The main list resumes, starting five compounds before the break.
Compound,yeast sgs1 mgt1,bub3,yeast mec2-1,yeast cln2 rad14,yeast mlh1 rad18,rad50
O=C(CC(=O)Nc1ccccc1Cl)NNC(Sc1ccccc1)c1cc(N=Nc2ccc(Br)cc2)ccc1O (stereo not given),5,-5,-2,-7,14,7
CC(=O)Oc1cccc2c(/C=N/NC(N)=S)ncc(C)c12,87*,85*,78*,84*,90*,88*
COc1ccccc1N1C(=O)/C(=C/c2ccc(N(CCC#N)CCC#N)cc2C)N=C1c1cc([N+](=O)[O-])ccc1Cl,-9,-7,-9,23,-1,-15
Cc1cc(-c2ccccc2)[nH]c1-c1nccc2ccccc12,1,-4,8,24,5,4
CC1NC(=O)NC1CCCCCC(=O)O (stereo not given),14,5,11,12,17,8
CCCCCCCCCCOC(=O)c1ccccc1O,3,4,-7,-111,-10,-5
N#CC(C(=O)C(=O)Nc1ccc(Cl)c(Cl)c1)c1ccccc1 (stereo not given),11,0,6,2,1,-14
FC(F)(F)c1nc(SCc2ccc(Cl)cc2)n[nH]1,-22,-33,-14,39,-18,2
COc1ccc(N2C(=O)/C(=C/c3ccc(N(CCC#N)CCC#N)cc3C)N=C2c2cc([N+](=O)[O-])ccc2Cl)cc1,2,-14,1,-6,2,-13
CC(NC(=O)C(N)CC(=O)O)NC(=O)N(C)C(C)(C)C (stereo not given),2,25,2,3,-44,-8
COC(=O)C(C)(Cc1ccc2c(c1)nnn2C(C)=O)NC(C)=O (stereo not given),-4,23,-1,-2,-52,-11
CCO[C@@H]1C2C=CC(C2)[C@H]1[N+](=O)[O-] (stereo not given in full),-6,3,12,15,-5,-12
O=[N+]([O-])c1cccc2c(S(=O)(=O)O)cccc12,x,x,-6,x,10,8
Cc1cc(C)c(C(C)(C)O)c(C)c1,4,-2,0,22,1,8
COC(=O)c1ccccc1C(=O)CBr,0,46,9,-45,26,-14
O=C(CBr)Oc1ccc(-c2cccc(Br)c2)cc1,100*,100*,100*,99*,99*,100*
CSCCC(N)=O,10,-17,-7,0,3,-10
CC1Cn2c(nc3ccccc32)NC1=O (stereo not given),-28,-13,11,-4,-52,16
O=C1C(=O)C2CCC1C2Cl (stereo not given),14,-6,8,17,-4,2
C[N+](C)(C)CCOC(=O)c1ccccc1CCl,32,97*,8,50,-17,20
Cn1cc2c(=O)n(OS(=O)(=O)c3ccccc3)c(=O)[nH]c2n1,-5,-5,-12,-4,9,13
CC(=O)NC(=O)CCc1ccccc1,-20,-8,-13,-26,-6,-12
[O-][n+]1cc[n+]([O-])c2cc(O)ccc21,4,1,-25,-20,11,-14
O=S(=O)(NCC(Cl)CCl)c1ccccc1 (stereo not given),-13,4,-3,4,5,1
C/C=C/C(=O)OCCC(C)OC(=O)/C=C/C (stereo not given),19,16,-30,17,5,26
COc1ccc(NC(=O)CN)cc1,0,8,-10,-3,1,1
CN(C)c1ccc(/C=N/NC(=S)Nc2cccc3cccnc23)cc1,1,21,-3,20,-3,19
C/C(=N\NC(=O)C[N+](C)(C)C)c1sc(-c2cccnc2)nc1C,6,-4,-26,21,-4,5
O=[N+]([O-])c1ccc(Cc2ccc([N+](=O)[O-])cc2)cc1,-1,5,-8,-2,-8,-23
O=[N+]([O-])c1cccc(S(=O)(=O)Cl)c1,14,60,15,44,34,-15
CNC(=O)OCc1c(COC(=O)NC)c(-c2ccc(Br)cc2)n(C)c1C,13,2,11,-3,-3,15
COC(=O)CCC(=O)O,11,-2,0,-8,43,9
COc1ccc2c(c1)[n+]([O-])c(S(=O)(=O)c1ccc(C)cc1)c(N)[n+]2[O-],96*,99*,99*,99*,99*,99*
Cc1ccc(/C=C/c2nnc(N/N=C/c3ccc4c(c3)OCO4)[nH]c2=O)cc1,-10,-24,6,14,-5,18
Cc1cc(N(CCCCl)CCCCl)ccc1C=Nc1cc(Cl)c(O)c(Cl)c1,85*,53,6,-14,57,72*
N#CC12C(=O)NC(=O)C1(C#N)C21CCCCC1 (stereo not given),-23,10,-14,-42,-15,5
CNO,-4,10,7,-1,-22,-2
COc1cc([N+](=O)[O-])ccc1NC(=O)C(F)(F)F,10,10,0,-3,-12,1
CCN(CC)CCCC(C)Nc1c2ccccc2nc2c(C)cc(Br)cc12 (stereo not given),63,37,40,91*,50,58
COc1ccc(/C=C(\C#N)c2nc3ccccc3c(=O)[nH]2)cc1,-18,-3,-6,12,-37,-15
COc1cc([N+](=O)[O-])c(OC)cc1N,-13,-27,-8,-27,28,2
O=C1CCOC2=C1COC2=O,-1&-2,20&-8,18&-6,12&-26,17&-1,10&-31
O=[N+]([O-])CC1=CCCCC1,26,-5,12,4,17,31
COc1ccc(C2c3c(ccc4ccccc34)Oc3ccc4ccccc4c32)cc1,8,3,-24,7,-8,-8
O=C(Nc1ccc(C(=O)O)cc1)Nc1cccc(F)c1,10,23,8,15,14,15
Clc1nn2cnnc2c2ncccc12,3,15,0,-13,16,3
Cn1nc(-c2ccccc2)c(-c2ccccc2)c(C#N)c1=O,0,-2,-4,-23,1,0
COC(=O)CC1C(=O)OC23CCC1C2(C)CCC1C3CCC2CC(OC(C)=O)CCC21C (stereo not given),90*,88*,89*,82*,88*,87*
O=c1[nH]c2cc(Cl)ccc2nc1/C=C(\O)c1ccccc1,-6,-19,-19,5,20,1
CCOC(=O)C(C)NC(=O)C(C)NC(=O)C(C)NC(=O)C(C)NC(=O)C(C)NC(=O)C(C)NC(=O)C(C)NC(=O)OCc1ccccc1 (stereo not given),-21,5,-23,17,-8,-16
C=C(CCC(Cl)C(COS(=O)(=O)c1ccc(C)cc1)OC(CCCO[Si](c1ccccc1)(c1ccccc1)C(C)(C)C)OCC)[Si](C)(C)C (stereo not given),61,73*,66,69,58,68
O=C1/C(=N\[O-])C(S(=O)(=O)[O-])=Cc2cc(S(=O)(=O)[O-])cc(O)c21.O=C1/C(=N\[O-])C(S(=O)(=O)[O-])=Cc2cc(S(=O)(=O)[O-])cc(O)c21.[Cu+2],-1,-2,8,-12,-20,-2
S=C(SSSC(=S)N(C1CCCCC1)C1CCCCC1)N(C1CCCCC1)C1CCCCC1,10,-6,4,1,17,2
N#CC1=CCc2ccccc2N1C(=O)Oc1ccccc1,50,65,13,19,47,58
C/C(CCOC1CCCCO1)=C(\C)[Si](C)(C)C (stereo not given),7,1,4,37,-2,-2
Cc1ccc(NC(=O)NCCCN2CCOCC2)cc1NC(=O)NCCCN1CCOCC1,4,8,-23,17,7,-12
CCCCC(CCCC)NCC(C)OC(=O)c1ccc(N)cc1 (stereo not given),0,-6,-2,-27,16,21
O=c1sc(-c2nc3ccccc3[nH]2)c(/N=C/c2ccccc2)n1-c1ccccc1,-9,-13,-16,1,-23,-19
Cc1ccc(Sc2cccc3c2C(=O)c2c(Sc4ccc(C)cc4)cccc2C3=O)cc1,-24,-3,9,-12,-11,-19
Oc1ccc(C2CCc3ccccc32)cc1 (stereo not given),99*,100*,100*,99*,99*,100*
Cc1c(O)cccc1N(C)C,-4,-2,1,-13,10,7
CC(O)(CC(=O)O)c1ccc([N+](=O)[O-])cc1 (stereo not given),-6,-6,-16,-2,-11,-14
COc1ccc(CCN2C=CC(C#N)C(C#N)=C2)cc1OC (stereo not given),2,-2,-9,-21,6,21
Cc1ccc(S(=O)(=O)NCC(Br)CBr)cc1 (stereo not given),4,4,8,-4,-16,-4
NC(=O)C12OC3CC(CC(C3)O1)O2,11,3,11,71*,11,6

Remaining list, next part
Compound,yeast sgs1 mgt1,bub3,yeast mec2-1,yeast cln2 rad14,yeast mlh1 rad18,rad50
CCOC(=O)NC(=O)c1cn(CCCO)c(=O)[nH]c1=O,14,3,0,4,-8,-11
O=C(c1ccccc1Cl)c1ccccc1Cl,1,3,1,-14,0,-3
COc1ccc2ccc3[nH]c4c(C)cnc(NCCCN(C)C)c4c3c2c1,56,46,43,19,29,35
OC(c1ccco1)c1nc2ccccc2s1 (stereo not given),17,13,29,-9,11,32
C=C=CC(C)(O)c1ccc(-c2ccccc2)cc1 (stereo not given),57,23,-26,4,29,3
CC12CC3(Nc4ccccc4C3(C)O)OC1(C)c1ccccc1N2 (stereo not given),10,-6,9,1,18,1
O=[N+]([O-])c1ccc(CS(=O)(=O)c2ccccc2)o1,24,1,-1,-16,5,21
CCCCCCCCCCCC(=O)Oc1c(Cl)cc(Cl)c(OC(=O)C(=O)Oc2c(Cl)cc(Cl)c(OC(=O)CCCCCCCCCCC)c2Cl)c1Cl,-11,-4,-22,17,-20,-26
O=C(NC1CCCN1C(=O)/C=C/c1ccccc1)NC1CCCN1C(=O)/C=C/c1ccccc1 (stereo not given),-18,4,-6,-4,3,-25
O=C1c2ccccc2C2CC1c1ccccc12 (stereo not given),-2,-16,-2,-8,-5,6
